Yeast superoxide = lowers age-related superoxide in aged yeast cells. 330,000 compounds, 0.18% hits. AID 2690. superoxide response (% of plate mean), % at 10 µM. S. cerevisiae aged cells, superoxide DHE fluorescence; hits give low values;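 active = superoxide response under a set limit, about three screen SD below normal, cut at about 65% in these data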;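 note: yeast aged for seven days with compound at 30 °C before DHE staining; 100% = average MFI of all compound-treated wells on the plate with controls excluded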
AHR act = human AHR activation; AHR-responsive luciferase reporter cells, luminescence; activation, % at 5 µM; 320,000 compounds, 2.5% hits; AID 2796; in the data active = activation above about 47%;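 note: 0% = vehicle wells and 100% = reference agonist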
JMJD2C inh = blocks human GASC-1 demethylase activity | GST-JMJD2C(1-420) H3K9me3 demethylation, DELFIA europium | 330,000 compounds, 0.069% hits | Q9H3R0 | inhibition, % at 2.35 µM;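 active = more than half of a compound's replicate wells show inhibition beyond 50%, single wells judged on their own value; inconclusive = some, but no more than half, of replicates pass 50% inhibition; inactive = no replicate passes 50% inhibition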;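 note: signal counts dimethyl H3K9 product captured on neutravidin plate; 0% = median of DMSO wells and 100% = 0.3 times that DMSO median; strong numbers were not always called active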
RPL19A TOR yeast = alters RPL19A-GFP fluorescence in TOR pathway yeast screen | S. cerevisiae RPL19A-GFP strain, flow cytometry, 3 h; hits give low values | percent response vs DMSO, % at 10 µM | 330,000 compounds, 0.3% hits | AID 2025;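 active = percent response vs DMSO below 50%; inconclusive = fewer than 70 events counted for the yeast strain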;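 note: median channel GFP fluorescence of the barcoded RPL19A-GFP strain; ratio of sample median GFP to plate DMSO average so 100% = DMSO; lower means less RPL19A-GFP as with rapamycin TOR inhibition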
MEP2 TOR yeast = alters MEP2-GFP fluorescence in TOR pathway yeast screen | S. cerevisiae MEP2-GFP strain, flow cytometry GFP, 3 h; 100% = DMSO control level | GFP response vs DMSO, % at 10 µM | 330,000 compounds, 0.51% hits | AID 2016;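 active = GFP response versus DMSO above a set limit, roughly screen mean plus 3 SD, cut at about 180% in these data; inconclusive = fewer than 70 cells counted for a yeast strain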;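 note: median GFP fluorescence of the barcode-gated MEP2-GFP cells per well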
LAP4-GFP MLPCN = alters LAP4-GFP fluorescence in TOR pathway yeast screen | S. cerevisiae LAP4-GFP multiplex, flow cytometry GFP, 3 h; median GFP as percent of DMSO wells | GFP response vs DMSO, % at 10 µM | 320,000 compounds, 0.34% hits;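 active = GFP response vs DMSO above a set limit, about the screen mean plus 3 SD, cut at about 150% in these data; inconclusive = under 70 cell events counted for the yeast strain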
proCasp3 act = activates human procaspase-3 | recombinant procaspase-3 D3A, Ac-DEVD-pNA absorbance 405 nm | activation, % at 8.5 µM | P42574 | AID 463141 | 330,000 compounds, 0.11% hits;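 active = activation above the mean of all tested compounds plus 3 SD, cut at about 21% in these data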;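 note: 0% = DMSO alone and 100% = DMSO wells spiked with extra 5 µM PC-3 D3A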
Target sequence (P42574 whole entry D9A/D28A/D175A): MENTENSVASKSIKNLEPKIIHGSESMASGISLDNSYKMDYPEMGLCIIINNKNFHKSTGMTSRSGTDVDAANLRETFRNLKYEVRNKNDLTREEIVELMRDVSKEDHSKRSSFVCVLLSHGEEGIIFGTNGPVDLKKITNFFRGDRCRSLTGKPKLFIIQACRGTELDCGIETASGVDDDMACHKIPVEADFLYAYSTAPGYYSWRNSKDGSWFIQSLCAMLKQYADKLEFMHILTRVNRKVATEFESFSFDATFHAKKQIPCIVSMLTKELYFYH
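Assay system: Procaspase-3 D3A mutant, all three cleavage aspartates alanine. Buffer or medium: Zinc-free HEPES saline buffer with Triton X-100. Times: 1 h compound preincubation, 2 h substrate hydrolysis at 25 °C. Measured by: 405 nm absorbance of p-nitroaniline, reads at 0 and 120 min. Read-out basis: percent activation relative to control range. Replicates: singlicate.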
proCasp7 act = activates human procaspase-7, counter-screen for procaspase-3 activators | P55210 | recombinant procaspase-7, Ac-DEVD-pNA absorbance 405 nm; D23A/D198A/D206A triple mutant, cannot self-cleave; scale: DMSO 0, 5 µM enzyme 100 | activation, % at 8.5 µM | 330,000 compounds, 0.093% hits | AID 463210;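 active = percent activation above the screen-wide mean plus 3 SD, cut at about 25% in these data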
Target sequence (P55210 whole entry D23A/D198A/D206A): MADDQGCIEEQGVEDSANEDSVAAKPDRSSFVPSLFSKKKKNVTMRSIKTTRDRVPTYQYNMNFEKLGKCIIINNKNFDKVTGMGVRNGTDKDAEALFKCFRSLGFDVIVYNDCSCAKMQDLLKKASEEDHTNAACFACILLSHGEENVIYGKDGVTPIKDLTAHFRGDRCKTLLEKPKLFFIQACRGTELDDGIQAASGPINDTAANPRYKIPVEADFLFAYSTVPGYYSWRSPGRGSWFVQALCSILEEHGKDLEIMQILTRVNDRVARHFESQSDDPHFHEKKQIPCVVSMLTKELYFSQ
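Assay system – Uncleavable procaspase-7 mutant enzyme · Quantity – 2 µM procaspase-7 mutant as dispensed · Times – 1 h preincubation, 2 h reaction · Dosing – single nominal 8.5 µM compound dose, 0.8% DMSO final · Buffer or medium – Zinc-free 50 mM HEPES buffer, pH 7.4, with NaCl and Triton X-100 · Detection – Epi-absorbance of released pNA at 405 nm, two timepoints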
* hit, by the source's call; ? = inconclusive; nt = not tested or not shown; & = joins results of further samples.

Codes – A = Yeast superoxide; B = AHR act; C = JMJD2C inh; D = RPL19A TOR yeast; E = MEP2 TOR yeast; F = LAP4-GFP MLPCN; G = proCasp3 act; H = proCasp7 act
O=C1/C(=C/c2ccsc2)N2CCC1CC2
  A = 82 | B = -1 | C = -14 | D = 102 | E = 96 | F = nt | G = -6 | H = -1

Cc1cc(C(=O)OCC(=O)Nc2cc(S(=O)(=O)N(C)C)ccc2C)c(C)o1
  A = 119 | B = 0 | C = 7 | D = 100 | E = 98 | F = 107 | G = 1 | H = 6

CCOc1ccc(C(=O)NNC(=O)C2CC(=O)N(c3ccc(C)cc3)C2)cc1 (centres undefined)
  A = 83 | B = 4 | C = -10 | D = 96 | E = 93 | F = 95 | G = 11 | H = 3

Cc1ccc(OCc2nnc(SCC(=O)Nc3ccc4c(c3)OCCO4)n2Cc2ccco2)cc1
  A = 114 | B = 9 | C = 0&-10 | D = 97 | E = 103 | F = 96 | G = -2 | H = 1

O=C(O)C1CC(=O)N(c2ccc(OCc3ccc(Br)cc3)cc2)C1 (centres undefined)
  A = 95 | B = 0 | C = 8 | D = 93 | E = 94 | F = 83 | G = 3 | H = 14

Cc1nnc(-c2cnn(C)c2N)n1Cc1ccc2c(c1)OCO2
  A = 101 | B = 23 | C = 9 | D = 96 | E = 102 | F = 110 | G = 1 | H = 12

COc1ccc(C(=O)N/C(=C\c2cn(C)c3ccccc23)C(=O)NCCCn2ccnc2)cc1OC
  A = 127 | B = 12 | C = 1 | D = 100 | E = 105 | F = 108 | G = 6 | H = -13

COc1ccc(/C=C/c2cc(=O)c3cc(Cl)ccc3o2)cc1
  A = 94 | B = 9 | C = 2 | D = 96 | E = 171 | F = 115 | G = 2 | H = -18

COc1ccc(CS(=O)(=O)CC(C)(O)c2ccccc2Cl)cc1 (centres undefined)
  A = 102 | B = 2 | C = -7 | D = 105 | E = 103 | F = 97 | G = 6 | H = -10

CCC(C)NC(=O)/C(=C/c1ccco1)c1ccccc1 (centres undefined)
  A = 92 | B = -3 | C = 5 | D = 97 | E = 95 | F = 96 | G = -4 | H = -11

CCCCn1c(N)c(N(CC(C)C)C(=O)c2cccc(-n3cnnn3)c2)c(=O)[nH]c1=O
  A = 114 | B = 5 | C = ? | D = 98 | E = 97 | F = 94 | G = -9 | H = -6

O=C(NC1CCN(C(=O)Nc2cccc(F)c2)CC1)C1CCCCC1
  A = 99 | B = 2 | C = 4 | D = 101 | E = 98 | F = 99 | G = 7 | H = 1

Cc1ccnc(NS(=O)(=O)c2ccc(NC(=O)COc3ccccc3)cc2)n1
  A = 94 | B = 0 | C = 16 | D = 95 | E = 90 | F = 110 | G = 7 | H = 3

CCCCNC(=S)NCC(c1ccccc1)c1c[nH]c2ccccc12 (centres undefined)
  A = 94 | B = 16 | C = 34 | D = 111 | E = 106 | F = 99 | G = 5 | H = 3

Cc1ccn2c(c1)nc(=O)c1cc(S(=O)(=O)N3CCC(C)CC3)ccc12
  A = 92 | B = 0 | C = -17 | D = 98 | E = 110 | F = 97 | G = 2 | H = 3

A few values from above.
Cc1ccc(OCc2nnc(SCC(=O)Nc3ccc4c(c3)OCCO4)n2Cc2ccco2)cc1 in MEP2 TOR yeast has 103
COc1ccc(CS(=O)(=O)CC(C)(O)c2ccccc2Cl)cc1 (centres undefined) in Yeast superoxide has 102

Quoted from above for reference:
Codes – A = Yeast superoxide; B = AHR act; C = JMJD2C inh; D = RPL19A TOR yeast; E = MEP2 TOR yeast; F = LAP4-GFP MLPCN; G = proCasp3 act; H = proCasp7 act
Cc1nnc(-c2cnn(C)c2N)n1Cc1ccc2c(c1)OCO2
  A = 101 | B = 23 | C = 9 | D = 96 | E = 102 | F = 110 | G = 1 | H = 12

COc1ccc(C(=O)N/C(=C\c2cn(C)c3ccccc23)C(=O)NCCCn2ccnc2)cc1OC
  A = 127 | B = 12 | C = 1 | D = 100 | E = 105 | F = 108 | G = 6 | H = -13

COc1ccc(/C=C/c2cc(=O)c3cc(Cl)ccc3o2)cc1
  A = 94 | B = 9 | C = 2 | D = 96 | E = 171 | F = 115 | G = 2 | H = -18

COc1ccc(CS(=O)(=O)CC(C)(O)c2ccccc2Cl)cc1 (centres undefined)
  A = 102 | B = 2 | C = -7 | D = 105 | E = 103 | F = 97 | G = 6 | H = -10

CCC(C)NC(=O)/C(=C/c1ccco1)c1ccccc1 (centres undefined)
  A = 92 | B = -3 | C = 5 | D = 97 | E = 95 | F = 96 | G = -4 | H = -11

CCCCn1c(N)c(N(CC(C)C)C(=O)c2cccc(-n3cnnn3)c2)c(=O)[nH]c1=O
  A = 114 | B = 5 | C = ? | D = 98 | E = 97 | F = 94 | G = -9 | H = -6

O=C(NC1CCN(C(=O)Nc2cccc(F)c2)CC1)C1CCCCC1
  A = 99 | B = 2 | C = 4 | D = 101 | E = 98 | F = 99 | G = 7 | H = 1

Cc1ccnc(NS(=O)(=O)c2ccc(NC(=O)COc3ccccc3)cc2)n1
  A = 94 | B = 0 | C = 16 | D = 95 | E = 90 | F = 110 | G = 7 | H = 3

CCCCNC(=S)NCC(c1ccccc1)c1c[nH]c2ccccc12 (centres undefined)
  A = 94 | B = 16 | C = 34 | D = 111 | E = 106 | F = 99 | G = 5 | H = 3

Cc1ccn2c(c1)nc(=O)c1cc(S(=O)(=O)N3CCC(C)CC3)ccc12
  A = 92 | B = 0 | C = -17 | D = 98 | E = 110 | F = 97 | G = 2 | H = 3

(continued)
Codes – A = Yeast superoxide; B = AHR act; C = JMJD2C inh; D = RPL19A TOR yeast; E = MEP2 TOR yeast; F = LAP4-GFP MLPCN; G = proCasp3 act; H = proCasp7 act
COc1cccc(C(=O)CC(=O)C(=O)Nc2cc(OC)c(OC)c(OC)c2)c1
  A = 83 | B = 3 | C = 5 | D = 100 | E = 102 | F = 104 | G = -5 | H = -14

COc1ccc(OC)c(S(=O)(=O)N2CCNCC2)c1
  A = 96 | B = 0 | C = 8 | D = 80 | E = 118 | F = 99 | G = -9 | H = -2

O=C(/C=C/c1ccco1)NC(=S)Nc1ccccc1O
  A = 92 | B = 15 | C = -4 | D = 96 | E = 98 | F = 95 | G = -6 | H = -14

Cc1ccc(OCC(=O)N(C)C2CCCCC2)c([N+](=O)[O-])n1
  A = 98 | B = 0 | C = -1 | D = 99 | E = 99 | F = 99 | G = 9 | H = 8

CCCCn1c(=N)n(CC(O)c2ccccc2)c2ccccc21 (centres undefined)
  A = 108 | B = 2 | C = 1 | D = 103 | E = 101 | F = 102 | G = 1 | H = 4

C=CCn1c(SCC(=O)c2ccc(Cl)cc2)nnc1-c1ccc2c(c1)OCO2
  A = 123 | B = 9 | C = 3 | D = 100 | E = 100 | F = 99 | G = 4 | H = -16

CCCCn1nnnc1NCc1cccs1
  A = 107 | B = 0 | C = -8 | D = 96 | E = 102 | F = 99 | G = 2 | H = 15

O=C(NN=C1CCCC1)c1cccc(O)c1
  A = 97 | B = 3 | C = -5 | D = 104 | E = 95 | F = 75 | G = 3 | H = -7

NC(CCCCCP(=O)(c1ccccc1)c1ccccc1)C(=O)O (centres undefined)
  A = 99 | B = 0 | C = 6 | D = 93 | E = 99 | F = 104 | G = 3 | H = 5

Nc1ccccc1Sc1c[nH]c2ccccc12
  A = 99 | B = 20 | C = 5 | D = 98 | E = 93 | F = 121 | G = -5 | H = 4

Clc1ccccc1/C=N/c1cc(-c2ccccc2)nn1-c1ccccc1
  A = 97 | B = 5 | C = -4 | D = 95 | E = 100 | F = 99 | G = 4 | H = -24

CCCS(=O)(=O)N1CCN(Cc2ccco2)CC1
  A = 107 | B = 1 | C = -5 | D = 98 | E = 109 | F = 100 | G = -7 | H = 5

Fc1ccc(CO/N=C2\CCCc3nonc32)cc1
  A = 109 | B = 6 | C = 14 | D = 100 | E = 102 | F = 109 | G = 2 | H = 9
